High-throughput results deposited in PubChem BioAssay by MTDP.
RNase H inhibition: RNase H inhibition, HIV 1 Gag Pol polyprotein, FRET biochemical assay, screening (AID 372); HIV-1 RT RNase H, FRET RNA/DNA substrate fluorescence; higher % means a stronger effect; inhibition, % at 10 µM, or IC50 in µM where a hit was titrated; 0.77% of 100,000 active; in the data active = inhibition above about 50%
* hit, by the source's call. Some of the compounds tested, so the mix of outcomes need not match the whole.

SMILES	RNase H inhibition
COC(=O)c1ccc(/C=C/C(=O)c2cccs2)cc1	6%
Cc1ccc(-c2nc3ccccc3[nH]2)cc1NC(=O)/C=C\c1ccccc1	15%
O=C(Cc1ccc(Cl)cc1)NCCCN1CCOCC1	5%
O=C(Nc1cccc(C(F)(F)F)c1)c1cc(Br)ccc1Cl	10%
Cc1cccc(OCC(=O)N/N=C/c2cccc(OC(=O)c3cccc(F)c3)c2)c1	7%
CCc1ccc(C(C)NC(=O)c2ccccc2)cc1 (stereo unspecified)	7%
COc1ccc(/C=C2\SC(=O)N(CCC(=O)O)C2=O)cc1OC	0%
CC(=O)Nc1ccccc1NC(=O)COc1ccccc1Cl	21%
COc1ccc(OC)c(/C=N/c2oc(-c3ccccc3)c(-c3ccccc3)c2C#N)c1	15%
Cc1ccc(N(C)S(=O)(=O)c2ccc(Cl)cc2)cc1	16%
O=C(c1ccc(CSc2nc3ccccc3[nH]2)o1)C(F)(F)F	0%
CC(/C=C/c1ccccc1)=N\Nc1ccc([N+](=O)[O-])cc1[N+](=O)[O-]	2%
Cc1ccc(C(=O)NC(=S)Nc2ccc(Cl)c(-c3nc4ccc(C)cc4o3)c2)cc1	15%
Cc1cc(F)c(F)cc1C(=O)Nc1c(F)cccc1F	6%
COc1ccc2c(c1OC)C(=O)OC2Nc1cc(C(=O)O)cc(C(=O)O)c1 (stereo unspecified)	4%
O=C(O)c1ccc(Nc2nc(-c3cccnc3)cs2)cc1	4%
COc1ccc(-c2cc(C(F)(F)F)n3nc(C(=O)N4CCCCC4)c(Cl)c3n2)cc1	0%
CCS(=O)(=O)N1CCN(C(=O)c2cccc3ccccc23)CC1	17%
CC1=NN(C(=O)c2cccnc2)C(O)(c2ccccc2)C1 (stereo unspecified)	4%
O=C(NC(=S)Nc1cc(-c2nc3ncccc3o2)ccc1Cl)c1cccc(Br)c1	34%
COC(=O)c1ccc(C2C(C(=O)OCC3CCCO3)=C(C)NC3=C2C(=O)CC(C)(C)C3)cc1 (stereo unspecified)	2%
Cc1ccc(C)c(NC(=O)CC(C)C2CCCO2)c1 (stereo unspecified)	17%
O=C(COC(=O)CN1C(=O)c2ccccc2C1=O)Nc1cccc2ccccc12	10%
N=c1c2c3c(sc2nc2n1CCCCC2)CCCC3	5%
CCOc1cc(/C=C2\C(=O)NN(c3ccccc3)C2=O)cc([N+](=O)[O-])c1O	9%

Continued:
SMILES	RNase H inhibition
COc1ccc(CC(=O)Nc2cccc(-c3nc4ccccc4s3)c2)cc1OC	11%
Cc1cc(Br)c2c(c1)c(N=NC(=O)c1ccccc1Br)c(O)n2C	21%
Cc1nnc(N/N=C/c2ccc([N+](=O)[O-])cc2)[nH]c1=O	15%
CC1CCOP(=O)(C(Nc2ccc(C(C)C)cc2)c2ccc(Br)cc2)O1 (stereo unspecified)	0%
COc1cc(OC)c(CN2CCN(c3cccc(Cl)c3)CC2)cc1Br	1%
COc1ccc(Cl)cc1C(=O)Nc1cc(-c2nc3ccccc3o2)ccc1C	9%
COc1ccc(/C=N/NC(=O)C(=O)Nc2cccc(OC)c2)cc1	5%
CC(=O)c1ccc(Nc2nc(-c3ccccc3O)nc3ccccc23)cc1	0%
S=C(c1ccncc1)N1CCOCC1	4%
Cc1csc(NC(=O)c2ccc(Br)cc2)n1	4%
COc1ccc(CN2CCN(C(=O)c3cccs3)CC2)c(OC)c1	5%
COc1cc(OC)c(OC)cc1/C=C1\SC(=S)N(N)C1=O	26%
COc1ccc(-n2c(-c3cccc(C)c3[N+](=O)[O-])n[nH]c2=S)cc1	8%
Clc1ccc(Cn2nnc(-c3ccccc3)n2)c(Cl)c1	1%
O=C(O)CCC(=O)Nc1ccc(Cc2ccc(NC(=O)CCC(=O)O)cc2)cc1	4%
O=C(/C=C/c1ccc(-c2ccc([N+](=O)[O-])cc2Cl)o1)c1ccc2ccccc2c1	12%
CCCC(C(=O)OCC)P(=O)(c1ccccc1)c1ccccc1 (stereo unspecified)	10%
Cc1cccc(N2C(=O)/C(=C/C=C/c3ccco3)C(=O)NC2=S)c1	11%
CN(C)c1ccc(/C=C/CN2CCN(c3cccc(C(F)(F)F)c3)CC2)cc1	2%
O=C(/C=C/c1ccco1)Nc1cc(Cl)cc(Cl)c1	26%
O=C(Nc1ccccc1Cl)O/N=C\c1ccc(Br)cc1	7%
CCc1c(O)nc(SCC(=O)N2CCCCC2)[nH]c1=O	6%
CC(=O)C1=C(O)C(=O)N(CC2CCCO2)C1c1ccccc1[N+](=O)[O-] (stereo unspecified)	15%
C(#Cc1ccc2noc(-c3ccccc3)c2c1)c1ccccc1	16%
O=C(c1ccccc1F)N1CCN(Cc2ccccc2F)CC1	11%

Exported with each value named: entries from further up
SMILES: COc1cc(OC)c(CN2CCN(c3cccc(Cl)c3)CC2)cc1Br
  RNase H inhibition = 1%
SMILES: Cc1cccc(N2C(=O)/C(=C/C=C/c3ccco3)C(=O)NC2=S)c1
  RNase H inhibition = 11%
SMILES: CC1CCOP(=O)(C(Nc2ccc(C(C)C)cc2)c2ccc(Br)cc2)O1 (stereo unspecified)
  RNase H inhibition = 0%
SMILES: CCc1c(O)nc(SCC(=O)N2CCCCC2)[nH]c1=O
  RNase H inhibition = 6%

Continuation:
SMILES	RNase H inhibition
N#Cc1ccc(/C=N/NC(=O)C(c2ccccc2)c2ccccc2)cc1	9%
CCOc1ccc2ccccc2c1/C=N/c1oc(C)c(C)c1C#N	7%
CN(C)c1ccc(NC(=S)Nc2ccccc2)cc1	19%
Nc1cc(N)c(N2CCCCC2)cc1N1CCCCC1	1%
Cc1cc(Cl)ccc1NC(=O)/C=C/c1ccccc1	2%
Fc1ccccc1OCCSc1nc2ccccc2o1	11%
Cc1ccc(N=Cc2ccc(Cl)c([N+](=O)[O-])c2)c(C)c1	3%
CCOC(=O)C(CC)(CC)C(=O)/C=C/c1ccc(F)cc1	12%
CCCc1ccc(C(=O)NNC(=O)c2ccc(Br)cc2)cc1	13%
COc1cc(/C=N/NC(=O)C(=O)N2CCCC2)ccc1O	10%
CCOc1ccc2nc(Cc3ccccc3)[nH]c2c1	11%
Cc1[nH]n(-c2ccccc2)c(=O)c1C(c1c(Cl)cccc1Cl)c1c(C)[nH]n(-c2ccccc2)c1=O	7%
COC(=O)c1c(NC(=O)c2ccco2)sc(C)c1C	15%
COc1cc(Br)c(Br)c(C=Nc2cc(-c3nc4ccccc4o3)ccc2C)c1O	6%
COc1ccc(-c2nnc(-c3ccc(Cl)cc3)o2)cc1	11%
CCn1c2ccccc2c2cc(CNc3ccc(F)c(Cl)c3)ccc21	17%
Cc1cccc(Nc2nc(N/N=C/c3ccc(Br)cc3)nc(N3CCC(C)CC3)n2)c1C	5%
Oc1ccc(C=NCC2COc3ccccc3O2)cc1 (stereo unspecified)	7%
COc1ccc(CN2CCN(Cc3cc(OC)c(OC)c(OC)c3)CC2)c(OC)c1	24%
C=CCNC(NC(=O)OCC)(C(F)(F)F)C(F)(F)F	9%
COC(=O)c1ccc(NC(=O)CCC(=O)OCC(=O)c2ccc(Br)cc2)cc1	3%
COc1ccc(CNC(=O)c2nn3c(c2Cl)NC(c2ccc(C)cc2)CC3C(F)(F)F)cc1 (stereo unspecified)	11%
COc1cccc(/C=C(\C#N)c2nc3ccc(C)cc3[nH]2)c1OCc1ccc(Cl)cc1Cl	6%
O=[N+]([O-])c1ccc(OCCCCN2CCOCC2)cc1	9%
CC1(C)CC(=O)C(C(C2=C(O)CC(C)(C)CC2=O)c2cc(Cl)c(O)c(Cl)c2)C(=O)C1 (stereo unspecified)	14%

Further structures.
SMILES	RNase H inhibition
CCOC(=O)C1=C(O)/C(=C/c2cccc(O)c2)SC1=Nc1cccc(Cl)c1	0%
COc1cc(C=Nc2ccc(Oc3ccc(N=Cc4ccc(O)c(OC)c4)cc3)cc2)ccc1O	7%
CC1=NN(C(=O)Cc2ccc([N+](=O)[O-])cc2)C(O)(c2ccc(Cl)cc2)C1 (stereo unspecified)	5%
CC1=CC(C)(C)N(CN2C(=O)c3ccccc3C2=O)c2cc(C)ccc21	30%
O=C(/C=C/c1ccc2c(c1)OCO2)NCc1ccc(Cl)cc1	4%
Cc1ccc(C(=O)Nc2cccc(O)c2)o1	0%
COc1ccc(-c2csc(/C(C#N)=C/c3ccc(Cl)cc3)n2)cc1OC	10%
Cc1cc(C)cc(OCCN2CCOCC2)c1	0%
CN1CCN(c2ccc(/C=C3/SC(=S)NC3=O)cc2[N+](=O)[O-])CC1	5%
O=C(N/N=C/c1c(F)cccc1Cl)c1cccc([N+](=O)[O-])c1	8%
CN1CCC(N(C)Cc2ccc3ccc4cccc5ccc2c3c45)CC1	0%
O=C1C(=O)c2c(C(=O)c3cccs3)coc2-c2ccccc21	8%
O=C(Nc1ccc2nn(-c3ccccc3)nc2c1)c1cccc([N+](=O)[O-])c1	38%
CN(C)c1nccc(N(Cc2ccccc2)Cc2ccccc2)c1C#N	26%
Cc1ccc(-c2csc(/C(C#N)=C\Nc3ccc(C(C)C)cc3)n2)c(C)c1	10%
CCOC(=O)C1=C(N)Oc2ccc3ccccc3c2C1c1ccccc1OC (stereo unspecified)	9%
COc1ccc(OC(C)C(=O)Nc2ccc3c(c2)OCCO3)cc1 (stereo unspecified)	0%
COc1ccc(S(=O)(=O)N(CC(=O)N=Nc2c(O)[nH]c3ccccc23)c2cc(C)cc(C)c2)cc1OC	16%
CC(=O)c1cnc2c(-c3ccccc3)c(C)nn2c1C	11%
CCOC(=O)c1c(NC(=O)c2ccccc2F)sc2c1CCC(C)C2 (stereo unspecified)	0%
CCOCCOC(=O)C1=C(C)NC2=C(C(=O)CC(C)(C)C2)C1c1cc([N+](=O)[O-])ccc1Cl (stereo unspecified)	18%
CCOC(=O)C1=C(c2ccccc2)S/C(=C2/C(=S)C(C)(C)N(C(C)=O)c3cc(OC)ccc32)S1	13%
COc1cc([N+](=O)[O-])cc(/C=N/NC(=O)Cn2nnc3ccccc32)c1O	14%
COc1cc(CN2CCN(c3cccc(C(F)(F)F)c3)CC2)cc([N+](=O)[O-])c1O	12%
CC1CCCC(N2CCN(Cc3cccc(Cl)c3)CC2)C1 (stereo unspecified)	18%

Reprinted from the part before: 3 entries; new compounds follow.
SMILES	RNase H inhibition
COc1cc([N+](=O)[O-])cc(/C=N/NC(=O)Cn2nnc3ccccc32)c1O	14%
COc1cc(CN2CCN(c3cccc(C(F)(F)F)c3)CC2)cc([N+](=O)[O-])c1O	12%
CC1CCCC(N2CCN(Cc3cccc(Cl)c3)CC2)C1 (stereo unspecified)	18%
COc1ccc(O)c(/C=N/c2nc3ccccc3s2)c1	0%
COc1ccc([N+](=O)[O-])cc1N(CC(O)CN1CCCCC1)S(=O)(=O)c1ccc(C)cc1 (stereo unspecified)	12%
Cc1ccc(C(c2ccc(C)o2)c2cc(I)cc(I)c2O)o1	8%
N#Cc1ccccc1NC(=O)Nc1ccc(Cl)cc1	0%
CC(C)=C(NC(=O)c1ccccc1)C(=O)N/N=C/C=C/c1ccccc1	5%
COc1ccc(CCNC(=O)CN(c2cc(C)ccc2OC)S(=O)(=O)c2ccccc2)cc1	8%
CC1=C(C#N)c2nc(N)c(C#N)c(C)c2/C1=C/c1cc(Cl)cc(Cl)c1Cl	39%
O=C1c2ccccc2-c2c(-c3ccccc3)sc(=O)n21	19%
Cc1ccnc(NC(=O)c2cc3ccccc3o2)c1	5%
CC(=O)c1ccc(N2CCN(C(=O)c3cccs3)CC2)c(F)c1	5%
O=[N+]([O-])c1cc(C(F)(F)F)ccc1NC(CO)(CO)CO	6%
Brc1ccccc1OCCCCN1CCCCC1	6%
CCOc1nc(Nc2ccc(Cl)cc2)nc(N2CCCCC2)n1	9%
O=C(O)Cn1c(O)c(C2=c3ccccc3=NC2=O)sc1=S	10%
O=C(NC(=S)Nc1nc(-c2ccccc2)cs1)c1cccc(F)c1	7%
COc1ccc(C(=O)Nc2ccccc2-c2ccccc2NC(=O)c2ccc(OC)cc2)cc1	20%
CCOc1ccc(/C=C2\SC(=NCc3ccccc3)N(Cc3ccccc3)C2=O)cc1	0%
O=C(N/N=C/c1c[nH]c2ccccc12)/C(=C/C=C/c1ccccc1)NC(=O)c1ccccc1	11%
CC1CC(=O)C2=C(C1)OC(N)=C(C#N)C2c1cc(Br)cs1 (stereo unspecified)	10%
O=C(CC1S\C(=N/N=C/C=C/c2ccccc2)NC1=O)Nc1ccc(C(=O)O)cc1 (stereo unspecified)	0%
O=C1OC(c2ccccc2Br)=N/C1=C\c1cccnc1	7%
CN1C(C)(C)CC(NC(=O)CCC(=O)NC2CC(C)(C)N(C)C(C)(C)C2)CC1(C)C	0%
Cc1ccc(/C=N/NC(=O)c2c[nH]c3ccccc23)cc1	6%
O=C(Nc1ccc(I)cc1)/C(=C\c1cccc([N+](=O)[O-])c1)NC(=O)c1cccs1	16%
Cc1cc(C)cc(NC(=O)c2cccc([N+](=O)[O-])c2)c1	0%
O=C(OCc1ccccc1)Sc1nc2ccccc2[nH]1	1%
CC1=C(C(=O)Nc2ccc(Cl)cc2)C(c2ccc([N+](=O)[O-])cc2)NC(=O)N1 (stereo unspecified)	0%
Cc1ccc(OCCOc2ccc(Cl)cc2/C=C2/SC(=S)N(C)C2=O)cc1	17%
CN1C(=O)S/C(=C\c2ccccc2OCc2ccc([N+](=O)[O-])cc2)C1=O	17%
COC(C(=O)NNC(=O)c1cccc(Cl)c1)c1ccccc1 (stereo unspecified)	7%

Part of the list above, with each value named.
> Cc1ccc(/C=N/NC(=O)c2c[nH]c3ccccc23)cc1
  RNase H inhibition: 6%

> COC(C(=O)NNC(=O)c1cccc(Cl)c1)c1ccccc1 (stereo unspecified)
  RNase H inhibition: 7%

> O=C1OC(c2ccccc2Br)=N/C1=C\c1cccnc1
  RNase H inhibition: 7%

> COc1ccc([N+](=O)[O-])cc1N(CC(O)CN1CCCCC1)S(=O)(=O)c1ccc(C)cc1 (stereo unspecified)
  RNase H inhibition: 12%
